# Source: PubChem
# EPAC1 agonist – qHTS for Agonist of cAMP-regulated guanine nucleotide exchange factor 3 (EPAC1): primary screen. Rap guanine nucleotide exchange factor 3 (Homo sapiens), O95398. EPAC1 agonist qHTS, biochemical assay; response scale: 100% = response to 6.5 mM cAMP. Potency, µM (top dose mostly 154 µM), for inactives: top-dose activation, hits mostly activators. hit rate 0.073% among 360,000; note: nearly all actives have a fitted effect of over 60% in size
#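 Nucleotide exchange by EPAC1 (100 nM) on Rap1B–BODIPY-GDP (250 nM) in the presence of 50 uM GDP is tracked fluorescently at 480/540 nm over 30 min. Signals are normalized to a 6.5 mM cAMP control.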
# TDP43 rescue – qHTS of TDP-43 Inhibitors; hit rate 1.8% among 410,000; Potency, µM (titrated, usually from 46.1 µM), without a hit: top-dose growth rescue (activation), usual class: activators; TDP-43 expressing yeast growth rescue, BacTiter-Glo, 24 h; note: % of control where 0% means no effect; nearly all actives have a fitted effect of over 50% in size
#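 Luminescence from BacTiter-Glo reports growth of TDP-43-expressing yeast after 24 hr at 30 deg C with compound. Cells were raffinose-pregrown to mid-log, then seeded in galactose medium at OD600=0.02.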
# FUS suppressor – qHTS for Suppressors of FUS Proteinopathy: Primary screen using FUS-linked yeast assay; S. cerevisiae FUS-expressing, growth rescue, OD600, 24 h; Potency, µM (highest dose often 76.6 µM), for the others: at the top dose growth rescue (activation), actives largely listed as activators; AID 1347120, 2019; hit rate 0.24% among 390,000;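 note: plate controls were DMSO vehicle for no effect and reference control for full effect; nearly all actives have a fitted effect of over 55% in size; some results filed as inactive show a strong effect at the top dose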
#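 Galactose (2%) drives FUS expression in yeast precultured in raffinose; seeding density OD 0.005. Test compounds incubated 24hr at 30C and 99% humidity before absorbance at 600 nm was measured.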
# EPAC1 antagonist – qHTS for Antagonist of cAMP-regulated guanine nucleotide exchange factor 3 (EPAC1): primary screen | Rap guanine nucleotide exchange factor 3 (Homo sapiens), O95398 | EPAC1 GEF assay, Rap1b-BODIPY-GDP exchange fluorescence | Potency, µM (top dose mostly 115 µM), for inactives: at the top dose activity change, negative = inhibition, hits mostly inhibitors | hit rate 0.14% among 360,000;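 note: plate controls were vehicle for no effect and positive control for full effect; nearly all actives have a fitted effect of over 50% in size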
# PTHR1 agonist – qHTS for PTHR1 Agonists: Primary Screen. Parathyroid hormone/parathyroid hormone-related peptide receptor (Homo sapiens), Q03431. HEK293 GP2 PTHR1 cells, GloSensor cAMP luminescence, 1 h. Potency, µM (series often up to 115 µM), inactives show top-dose activation, hits mostly activators. hit rate 0.075% among 410,000. AID 743266, 2014; note: nearly all actives have a fitted effect of over 55% in size; some results filed as inactive show a strong effect at the top dose; inactives centre near -15; many of its hits are not listed in these tables
#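 HEK-293-derived GP2 cells expressing PTHR1 and a GloSensor cAMP reporter, 3,000/well, plated overnight, given luciferin plus IBMX (each 0.5 mM as added) for 1 h at 37 °C, then compound for 1 h at 37 °C. Luminescence was read after 15 min at room temperature.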
# EPAC2 agonist – qHTS for Agonist of cAMP-regulated guanine nucleotide exchange factor 4 (EPAC2): primary screen; EPAC2 activation, biochemical qHTS; response scale: 100% = 6.5 mM cAMP response; Potency, µM (highest dose often 154 µM), without a hit: top-dose activation, most hits filed as activators; hit rate 0.079% among 360,000; note: nearly all actives have a fitted effect of over 50% in size
# Target sequence (Q8WZA2 whole entry, looked up): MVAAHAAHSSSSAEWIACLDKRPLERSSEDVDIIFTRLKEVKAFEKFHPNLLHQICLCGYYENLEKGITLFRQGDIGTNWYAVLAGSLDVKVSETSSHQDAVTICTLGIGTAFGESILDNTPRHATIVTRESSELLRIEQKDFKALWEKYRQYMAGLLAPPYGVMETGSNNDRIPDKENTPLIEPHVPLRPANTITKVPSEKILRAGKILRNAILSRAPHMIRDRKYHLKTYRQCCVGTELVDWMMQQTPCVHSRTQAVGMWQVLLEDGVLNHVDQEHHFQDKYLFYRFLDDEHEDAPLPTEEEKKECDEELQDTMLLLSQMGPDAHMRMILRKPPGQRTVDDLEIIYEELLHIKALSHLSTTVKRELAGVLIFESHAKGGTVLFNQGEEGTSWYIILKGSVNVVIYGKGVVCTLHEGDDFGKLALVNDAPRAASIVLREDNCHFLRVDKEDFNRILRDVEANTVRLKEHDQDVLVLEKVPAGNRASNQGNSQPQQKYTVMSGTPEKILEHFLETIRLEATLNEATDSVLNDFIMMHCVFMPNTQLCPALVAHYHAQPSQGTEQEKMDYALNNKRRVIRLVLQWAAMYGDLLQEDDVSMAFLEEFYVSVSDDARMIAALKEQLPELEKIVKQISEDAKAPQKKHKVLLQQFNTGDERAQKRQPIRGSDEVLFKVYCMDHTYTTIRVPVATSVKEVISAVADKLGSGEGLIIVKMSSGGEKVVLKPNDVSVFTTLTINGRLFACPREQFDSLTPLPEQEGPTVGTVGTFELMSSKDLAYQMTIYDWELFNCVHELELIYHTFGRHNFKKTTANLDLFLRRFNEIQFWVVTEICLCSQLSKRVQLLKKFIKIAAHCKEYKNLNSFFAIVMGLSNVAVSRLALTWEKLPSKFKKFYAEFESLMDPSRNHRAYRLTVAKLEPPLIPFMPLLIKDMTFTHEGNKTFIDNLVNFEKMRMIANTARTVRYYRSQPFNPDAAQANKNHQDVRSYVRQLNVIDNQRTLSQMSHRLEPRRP
#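 Each well held 100 nM EPAC2, 250 nM RAP1B-BODIPY-GDP and 50 uM GDP. Fluorescence, read at 5-min intervals to 30 min, was referenced to a 6.5 mM cAMP positive control.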
# EPAC2 antag – qHTS for Antagonist of cAMP-regulated guanine nucleotide exchange factor 2 (EPAC2): primary screen; EPAC2 GEF exchange of Rap1B-BODIPY-GDP, fluorescence; Potency, µM (top dose mostly 114 µM), without a hit: at the top dose activity, negative = inhibition, actives largely listed as inhibitors; hit rate 0.18% among 360,000; note: % is set by controls: 0 for no effect and ±100 for the full control effect; nearly all actives have a fitted effect of over 45% in size; many of its hits are not listed in these tables
# aSyn rescue – qHTS of alpha-syn Inhibitors | Yeast expressing alpha-synuclein, growth rescue, BacTiter-Glo, 24 h | Potency, µM (highest dose often 46.1 µM), without a hit: at the top dose growth rescue (activation), actives largely listed as activators | hit rate 0.14% among 370,000 | AID 652106, 2013; note: % of control where 0% means no effect; nearly all actives have a fitted effect of over 65% in size
#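 Screening used galactose-induced yeast with toxic alpha-synuclein levels, exposed to compound for 24 hr at 30 deg C. Cell growth, read with BacTiter-Glo luminescence, gave the measured signal.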
# Active calls of the source: *; i = inactive; u = inconclusive; x = no result given; [ ] = remark or other dose. Calls come from the whole dose curve; as a rule, active = well fitted curve in the direction sought with a large enough effect; inconclusive = small, poorly fitted or top-dose-only effect, or another doubt; inactive = no such curve, though single readings can be large; an effect the other way counts as inactive or inconclusive. Potency is the fitted concentration of half-maximal effect.
SMILES,EPAC1 agonist,TDP43 rescue,FUS suppressor,EPAC1 antagonist,PTHR1 agonist,EPAC2 agonist,EPAC2 antag,aSyn rescue
COc1ccc(-c2cc(C(F)(F)F)nc(NC3CCCC3)n2)cc1OC,0%,u,14%,u,-13%,-14%,u,1%
Cc1ccc(/C=N/n2cnc3sc(C)c(C)c3c2=O)o1,1%,17%,-19%,10%,i,-1%,0%,8%
CCOc1ccc(-n2c(SCc3nc(-c4cccs4)no3)nnc2-c2ccncc2)cc1,10%,-6%,u,7%,i,9%,-7%,21%
COc1ccc(C=NNC(=S)NN=Cc2ccc(OC)c(OC)c2)cc1OC,4%,-10%,u,-21%,-19%,13%,-4%,-12%
CC1CC(C)CN(S(=O)(=O)c2ccc(NC(=O)CN3C(=O)NC(C)(c4ccccc4)C3=O)cc2)C1 (stereo not drawn),-2%,22%,x,u,-16%,5%,-9%,1%
O=C(Cc1ccc(F)cc1)Nc1c(C(=O)N2CCN(c3ncccn3)CC2)oc2ccccc12,9%,u,10%,u,i,15%,-16%,-13%
Cc1cccc(N2CC(=O)N(c3cccc(C)c3)CC2=O)c1,3%,10%,4%,3%,i,2%,-2%,-3%
CCNC(=O)C1CCCN(Cc2ccc(C)c3ccccc23)CC1 (stereo not drawn),-1%,2%,-11%,5%,i,3%,-1%,5%
O=C(COC(=O)c1cccnc1Nc1cccc(C(F)(F)F)c1)NCc1ccc2c(c1)OCO2,-1%,7%,-3%,1%,-17%,-11%,2%,-2%
CCOC(=O)C1=C(COC(=O)c2ccccc2OC(F)F)NC(=O)NC1C (stereo not drawn),5%,-8%,-2%,2%,-17%,-7%,1%,-4%
CC1CC(C)CN(C(=O)C(NS(=O)(=O)c2ccc(Br)s2)c2ccccc2)C1 (stereo not drawn),11%,14µM*,10%,1%,-15%,0%,-6%,-2%
Cc1cccc2c1OCC/C2=N\NC(=O)COc1ccccc1,-4%,-2%,10%,5%,0%[57.5 µM],-8%,6%,4%
O=C(Nc1ccn(Cc2ccccc2F)n1)c1ccc(COc2cc(Cl)ccc2Cl)o1,15%,-18%,29%,-2%,-1%[57.5 µM],7%,-6%,1%
CCc1cc[n+](/C(C(=S)Nc2cccc(C)c2)=C(/[O-])c2ccc(C)c([N+](=O)[O-])c2)cc1,2%,-20%,u,-5%,i,0%,1%,-2%
CN1CCN(Cc2cc(=O)oc3ccc(Cl)cc23)CC1,-5%,-17%,33%,3%,i,1%,-1%,-4%
COc1ccccc1NC(=O)N(C)C[C@H]1OCc2cnnn2CCCC(=O)N([C@H](C)CO)C[C@@H]1C,0%,0%,-11%,-3%,-1%,5%,-2%,-1%
COc1ccc(-n2nc(C(C)=O)c(=O)[nH]c2=O)cc1,4%,-27%,-13%,1%,i,9%,12%,4%
O=C(Nc1ccccc1)c1ccccc1OCc1cccc([N+](=O)[O-])c1,-1%,24%,18%,8%,-26%,10%,-11%,0%
CSc1nnc(C)c(/C=C/NOCc2ccc(Cl)cc2)n1,11%,-14%,12%,-19%,-1%,13%,-16%,6%
O=C(Nc1ccccc1N1CCN(C(=O)c2ccc(Cl)cc2)CC1)c1ccc2c(c1)OCO2,24%,6.3µM*,u,0%,i,10%,-6%,x
CC(C)n1c(N2CCN(C(=O)Nc3ccccc3)CC2)nc2ccccc21,3%,-9%,1%,0%,i,0%,-3%,1%
COc1cc(NC(=O)C2CCN(S(=O)(=O)c3ccc(Cl)cc3)CC2)ccc1-n1cnnn1,6%,-10%,3%,-20%,-34%[inhibitor],12%,-4%,0%
COc1cc(C)c(S(=O)(=O)NCCCn2ccnc2)cc1C,9%,15%,4%,12%,-25%,5%,0%,3%
O=C(CN1C(=O)c2ccccc2S1(=O)=O)NCCSCc1cccc(Cl)c1,7%,-17%,-7%,u,i,16%,-1%,4%
Cc1cccc(NC(=O)CSc2nnc(Cn3cnc4ccccc43)o2)c1,6%,-11%,2%,6%,-3%[57.5 µM],2%,-16%,-5%
COc1ccc(OC)c(CN2CCN(Cc3cc(=O)oc4cc(O)ccc34)CC2)c1,3%,-18%,15%,-6%,i,17%,12%,2%
Cn1cc(Cl)c(C(=O)NC2CCCC2)n1,-7%,20%,-22%,12%,i,14%,4%,-4%
CS(=O)(=O)c1ccccc1C(=O)NCCC(c1ccccc1)c1ccccc1,4%,-14%,-2%,-12%,10%,5%,-13%,3%
CCOC(=O)c1ccc(NC(=O)CCc2nc(-c3ccccc3Cl)no2)cc1,12%,u,32%,-8%,-34%[inhibitor],3%,-24%,2%
O=C(CSc1ncn[nH]1)Nc1nc2c(F)c(F)c(F)cc2s1,2%,-10%,-27%,6%,-50%[inhibitor],4%,16%,0%
COc1ccc(/C=C/C(=O)NCC(=O)N2CCC(N(C)CCN3CCOCC3)CC2)cc1OC,9%,15%,0%,1%,i,5%,0%,3%
CCN(CC)c1ccc(S(=O)(=O)N2CCOCC2)cc1NC(=O)CSc1ccccc1,9%,-12%,34%,-12%,-34%,18%,-12%,-14%
O=C(c1cccnc1)N1CCN(Cc2cccc(F)c2)CC1,5%,-12%,x,5%,-25%,-1%,3%,4%
Cc1ccc(S(=O)(=O)N(C)CC(=O)OCC(=O)NC(=O)NC(C)C)cc1,8%,5%,15%,-10%,-1%,-2%,0%,1%
O=C(O)c1ccc(N/N=C/c2ccc(C(F)(F)F)cc2)cc1,4%,-94%[inhibitor],16%,-7%,-27%,-6%,-18%,-60%[inhibitor]
COc1ccc([C@H]2CC(=O)C=C(c3cc4ccccc4s3)C2)cc1OC,6%,7%,-8%,-16%,-14%,6%,-4%,4%
CCOc1ccc(OCC)c(NC(=O)C2CCCN(C(=O)c3ccc(Cl)cc3)C2)c1 (stereo not drawn),4%,31%,x,-1%,-19%,-5%,-4%,8%
C=CCNC(=O)C1CCN(c2ccc(S(=O)(=O)N3CCOCC3)cc2[N+](=O)[O-])CC1,-8%,0%,-4%,-12%,i,2%,5%,8%
O=C(COC(=O)CCC1CCCC1)Nc1cc(S(=O)(=O)N2CCOCC2)ccc1Cl,10%,5%,25%,-3%,-8%,10%,-12%,-2%
CCc1c(C)nc(SCC(N)=O)c(C#N)c1C,9%,-2%,9%,11%,i,12%,4%,-10%

# Single records (already shown). Values in the order: EPAC1 agonist	TDP43 rescue	FUS suppressor	EPAC1 antagonist	PTHR1 agonist	EPAC2 agonist	EPAC2 antag	aSyn rescue
# CC1CC(C)CN(C(=O)C(NS(=O)(=O)c2ccc(Br)s2)c2ccccc2)C1 (stereo not drawn) in the list: 11%	14µM*	10%	1%	-15%	0%	-6%	-2%
# Cc1cccc(NC(=O)CSc2nnc(Cn3cnc4ccccc43)o2)c1 in the list: 6%	-11%	2%	6%	-3%[57.5 µM]	2%	-16%	-5%
# O=C(Cc1ccc(F)cc1)Nc1c(C(=O)N2CCN(c3ncccn3)CC2)oc2ccccc12 in the list: 9%	u	10%	u	i	15%	-16%	-13%
# CCc1cc[n+](/C(C(=S)Nc2cccc(C)c2)=C(/[O-])c2ccc(C)c([N+](=O)[O-])c2)cc1 in the list: 2%	-20%	u	-5%	i	0%	1%	-2%
# CN1CCN(Cc2cc(=O)oc3ccc(Cl)cc23)CC1 in the list: -5%	-17%	33%	3%	i	1%	-1%	-4%

# Going on with the list:
SMILES,EPAC1 agonist,TDP43 rescue,FUS suppressor,EPAC1 antagonist,PTHR1 agonist,EPAC2 agonist,EPAC2 antag,aSyn rescue
COc1ccc(NC(=O)CSc2nnc3ccc(-c4ccccn4)nn23)cc1,-7%,14%,-6%,-1%,i,0%,-2%,7%
CCOC(=O)C1CCCN(C(=O)CN2CCN(Cc3ccc(Cl)cc3)C2=O)C1 (stereo not drawn),6%,18%,6%,0%,i,-4%,-4%,-2%
CC(C)n1nnnc1SCC(=O)c1ccc2c(c1)OCCO2,-5%,12%,-16%,5%,-9%[57.5 µM],-11%,3%,1%
CCOC(=O)N1CCN(C(=O)c2ccccc2N(Cc2ccccc2)S(=O)(=O)c2ccccc2)CC1,8%,-2%,25%,7%,-7%,-1%,-7%,11%
C=CCOC(=O)C1=C(C)NC(=O)NC1c1ccc(N(C)C)cc1 (stereo not drawn),-5%,4%,0%,-3%,-21%,7%,0%,1%
Cc1cccc(C)c1C(=O)N[C@@H](Cc1ccccc1)C(=O)O,-8%,-3%,-17%,8%,-1%,4%,7%,1%
CCOc1ccccc1CNC(=O)C1CCN(C(=O)c2sccc2-n2cccc2)CC1,-4%,-2%,17%,-2%,-49%[inhibitor][57.5 µM],-11%,4%,-8%
CCOc1ccc(NC(=O)CN(C)CC(=O)Nc2ccccc2SC)cc1OCC,-8%,0%,x,-4%,-14%,1%,12%,0%
COc1cccc(C2CC(c3cccs3)=NN2C(=O)CSc2nc3c(cnn3-c3ccc(F)cc3)c(=O)[nH]2)c1OC (stereo not drawn),-4%,13%,-27%,-1%,-2%,-1%,-26%,0%
O=C(CSc1nnc(-c2ccccn2)n1Cc1ccccc1)N1CCCC1,-3%,-10%,13%,10%,-3%[57.5 µM],6%,9%,-5%
COC(=O)C1C(=O)NCC1c1ccccc1 (stereo not drawn),1%,7%,5%,7%,i,1%,-4%,0%
Cc1c(NC(=O)Cn2ccc([N+](=O)[O-])n2)c(=O)n(-c2ccccc2)n1C,8%,-18%,20%,20%,i,5%,14%,-2%
COc1ccc(Cl)cc1NC(=O)c1cccc(-n2cnnn2)c1,6%,0%,4%,-1%,-4%,-1%,13%,-5%
CCc1cccc(C)c1NC(=O)c1ccc(CN2CCc3ccccc3C2)cc1,-13%,-24%,23%,11%,-23%,5%,5%,1%
O=C1c2ccccc2C(=O)N1n1cccc1,2%,15%,-15%,-1%,i,-2%,11%,6%
O=C1NCCN1CCNS(=O)(=O)c1cc(C(F)(F)F)cc(C(F)(F)F)c1,-11%,14%,-7%,19%,i,-8%,3%,2%
CN=CC1=C(O)CC(C)(C)CC1=O,-5%,0%,-19%,12%,i,1%,8%,-2%
CN(C(=O)CN(CCO)CC(=O)N(C)C(C)(C)Cc1ccccc1)C(C)(C)Cc1ccccc1,-17%,19%,0%,-19%,-11%,-4%,6%,0%
CCc1ccc(Nc2ncnc3nc[nH]c23)cc1,1%,-20%,17%,10%,i,9%,4%,-5%

# These rows are one share of the data; rates above refer to the full screens.
